DSG3 Ab inh: inhibitors of pemphigus antibody binding to DSG3, primary screen, biochemical, bead-based, flow cytometry, scFv-GFP | Desmoglein-3 (Homo sapiens), P32926 | DSG3-coupled beads, scFv-anti-DSG3-GFP binding; hits give low values | binding (percent of control), % at 10 µM | 310,000 compounds, 0.48% hits | AID 588358, 2011;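 active = binding more than 3 SD below its plate's average and above zero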;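 note: hits lower antibody fragment binding to DSG3; some compounds called inactive have numbers as strong as hits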
Mot1-301 SUMO: yeast Mot1-301 growth rescue at high temperature, primary screen, SUMOylation pathway inhibitor project, S. cerevisiae, ATP luminescence, 38.5C | S. cerevisiae Mot1-301 growth rescue; percent above DMSO median, 100 means doubled | growth rescue, % at 18.8 µM | 320,000 compounds, 1% hits | AID 2716, 2010;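 active = every valid replicate shows activation above 250% relative to neutral control wells; inactive = the rest, any valid replicate at or below 250%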;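 note: OY570 slx delta 5 strain wells were the positive control but not used for scaling; some compounds called inactive have numbers as strong as hits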
AddAB inh: growth inhibition of E. coli expressing H. pylori AddAB, primary screen, AddAB inhibitor project, absorbance; inhibition, % at 11.9 µM; AID 435030, 2010; 330,000 compounds, 0.29% hits; in the data active = inhibition above about 12%;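 note: 0% = vehicle wells of infected cells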
Ecoli viability: E. coli V3065 growth inhibition, primary screen, counter-screen for AddAB inhibitor project, absorbance, OD600 | 330,000 compounds, 0.27% hits | AID 449728, 2010 | inhibition, % at 11.9 µM | 18 h;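 active = inhibition above the campaign's mean inhibition across all tested compounds plus 3 SD, cut at about 9.9% in these data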;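 note: uninfected addAB+ strain grown without phage in ampicillin broth; 0% = DMSO wells and 100% = ciprofloxacin 0.95 µg/ml wells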
HTR5A ag: HTR5A agonists in luminescence cell assay, primary screen, counter-screen for OPRM1-OPRD1 heterodimer agonist project, full-deck HTS | 5-hydroxytryptamine receptor 5A (Homo sapiens), P47898 | AID 504692, 2011 | activation, % at 9.3 µM | cell-based | 340,000 compounds, 0.61% hits; in the data active = activation mostly above about 9.5%, no sharp cut-off; inactive = mostly below about 7.6%;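 note: 0% = cells with vehicle only and 100% = reference agonist; strong numbers were not always called active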
Target sequence (P47898 whole entry, looked up): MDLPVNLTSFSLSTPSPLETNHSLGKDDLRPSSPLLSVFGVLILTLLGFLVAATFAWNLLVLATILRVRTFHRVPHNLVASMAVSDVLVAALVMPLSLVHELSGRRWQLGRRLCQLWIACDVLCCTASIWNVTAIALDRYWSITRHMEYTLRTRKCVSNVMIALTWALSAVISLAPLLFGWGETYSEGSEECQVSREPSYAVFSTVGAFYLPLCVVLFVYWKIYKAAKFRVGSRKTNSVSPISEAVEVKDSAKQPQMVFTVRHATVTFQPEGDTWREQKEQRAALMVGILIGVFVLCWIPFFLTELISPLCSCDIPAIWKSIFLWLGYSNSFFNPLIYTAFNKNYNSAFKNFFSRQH
MOR-DOR ag: agonists of OPRM1-OPRD1 heterodimerization, primary screen, cell-based, luminescence | Mu-type opioid receptor (Homo sapiens) + Delta-type opioid receptor (Homo sapiens), … | cells | activation, % at 9.3 µM | 340,000 compounds, 0.3% hits; in the data active = activation above about 18%;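 note: 0% = vehicle-treated cells and 100% = reference agonist; values of inactives mirror those of a sister screen read the other way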
phage Ecoli inh: growth loss of phage-infected E. coli, primary screen, RecBCD inhibitor project, absorbance, with phage, HTS | inhibition, % at 11.9 µM | 360,000 compounds, 0.26% hits | AID 651602, 2012; in the data active = inhibition above about 11%
MOR-DOR inv ag: inverse agonists of MOR-DOR heterodimerization, primary screen, cell-based, luminescence; 340,000 compounds, 0.21% hits; AID 504357, 2011; inhibition, % at 9.3 µM; cell-based MOR-DOR heterodimer luminescence, inverse agonism; in the data active = inhibition above about 22%, passing the limit was not always enough;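 note: 0% = cells with DMSO and 100% = wells without cells with DMSO; values of inactives mirror those of a sister screen read the other way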
PKA-R1A act: activators of PKA-R1A holoenzyme, primary screen, biochemical, fluorescence polarization, Cy5-IP20, bovine R1A, mouse PKAc; PKA-R1A dissociation; scaled: DMSO 0%, 113 µM cGMP 100%; 340,000 compounds, 0.083% hits; cAMP-dependent protein kinase type I-alpha regulatory subunit (Bos taurus) + …; activation, % at 11.4 µM; AID 504707, 2011;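 active = percent activation above the mean of all tested compounds plus 3 SD, cut at about 19% in these data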;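 note: higher means more PKAc released from R1A so a rise in polarization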
PfHsp90 set2: growth inhibition of PfHsp90-expressing yeast, primary screen, antimalarial PfHsp90 inhibitor project, S. cerevisiae, BacTiter-Glo luminescence, single point, set 2. BacTiter-Glo ATP, 48 h; yeast lacking PDR1 and PDR3 efflux regulators. inhibition, % at 9.4 µM. 310,000 compounds, 0.32% hits;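 active = every replicate shows inhibition above about 80%, whatever the replicate mean, limit read from the data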;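 note: 0% = DMSO neutral controls and 100% = 20 µM radicicol positive controls; yeast relying on Plasmodium falciparum Hsp90 in place of its own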
HTR5A inv ag: HTR5A inverse agonists in luminescence cell assay, primary screen, counter-screen for OPRM1-OPRD1 heterodimer inverse agonist project, full-deck HTS; 5-hydroxytryptamine receptor 5A (Homo sapiens), P47898; HTR5A cell line, inverse agonism; inhibition, % at 9.3 µM; 340,000 compounds, 0.083% hits; in the data active = inhibition mostly above about 23%, no sharp cut-off; inactive = mostly below about 18%;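 note: 0% = cells with DMSO and 100% = no-cell wells with DMSO; some compounds called inactive have numbers as strong as hits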
Numbers without * were called inactive; . = not tested or not shown.

SMILES	DSG3 Ab inh	Mot1-301 SUMO	AddAB inh	Ecoli viability	HTR5A ag	MOR-DOR ag	phage Ecoli inh	MOR-DOR inv ag	PKA-R1A act	PfHsp90 set2	HTR5A inv ag
N#CCSc1nnc(-c2ccccc2O)n1Cc1ccccc1	97	14	-0.3	0.4	-8	-3.1	1.6	17	0	-12	-9
CCCN1CNc2c(c(=O)[nH]c(=S)n2-c2ccccc2Cl)C1	96	-18	1.7	-1.6	2	-0.9	3.4	5	3	-31	-5
CCC(C)(C)NC(=O)C(c1ccc(F)cc1)N(Cc1ccccc1)C(=O)c1cnccn1 (stereo unspecified)	104	16	-1.4	0.0	.	.	0.0	.	.	4	.
Cc1cccc(OCCCC(=O)Nc2ccc(N3CCCCC3)cc2)c1	100	5	0.2	-2.5	1	1.1	3.7	-6	-9	2	-10
Cc1ccc(NC(=O)COC(=O)CCNS(=O)(=O)c2ccc(C)c(C)c2)cc1	100	8	1.7	0.5	1	-0.3	0.1	1	-2	-2	13
CCC(=O)N(CC(=O)Nc1sc(C)c(C)c1C(N)=O)C1CCCC1	99	6	3.5	1.1	-3	-0.2	1.7	1	-4	16	9
CCOc1ccc(S(=O)(=O)NCCC(=O)NCC(c2ccccc2OC)N2CCCC2)cc1 (stereo unspecified)	101	6	.	.	2	-2.8	2.5	15	-6	0	24
N#Cc1c(NC(=O)c2cc(-n3cnnc3)ccc2Cl)sc2c1CCCC2	104	-9	2.7	-0.5	0	-3.1	1.0	13	-12	2	1
Cn1c(SCc2ccc(Br)cc2)nnc1-c1cccs1	97	-25	-1.2	-2.6	-1	-3.6	1.5	18	-4	-17	3
Cc1cccn2cc(-c3cccc(NC(=O)c4cccs4)c3)nc12	101	8	1.2	-1.6	1	0.6	2.4	-3	-6	-10	-4
CS(=O)(=O)N1CCN(C(=S)NCc2ccc(Cl)cc2)CC1	104	4	0.6	1.4	.	.	5.8	.	.	17	.
N/C(=N\OC(=O)Cc1ccccc1)c1cccnc1	101	6	2.0	2.0	2	-0.5	5.8	3	12	5	-26
O=C1N[C@H](Cc2ccccc2)COC(=O)[C@H](Cc2ccc(F)cc2)C/C=C\C[C@H]1CC(=O)N(CCO)Cc1ccccc1	108	-3	0.7	-0.9	1	-1.0	1.3	6	-7	5	-2
O=S(=O)(NCCCCCCNS(=O)(=O)c1c(F)cccc1F)c1ccc2c(c1)OCCO2	111	16	2.6	-0.2	2	-2.2	1.4	12	-6	.	8
CCNC(=O)CSc1nc2cc(S(=O)(=O)Nc3ccc(OC)cc3)ccc2o1	116	-20	0.6	-0.9	3	-4.1	1.5	22	-6	-1	4
CC(CC(=O)N1CCc2ccccc21)n1cccn1 (stereo unspecified)	97	6	2.9	0.3	4	0.3	-0.3	-2	-4	-13	-26
CCCCC(=O)Nc1sc2c(c1C(N)=O)CCC2	86	-4	4.3	0.6	-3	1.4	-0.1	-9	-10	20	7
O=C(NCc1ccco1)c1cccc2ccccc12	109	-11	-1.2	-1.0	4	-2.0	2.3	11	9	2	-23
COc1ccccc1N1CCN(CCCCN2C(=O)c3ccccc3C2=O)CC1	97	-5	-2.5	-3.2	7	0.0	2.2	0	0	5	-12
O=C(/C=C/c1ccc([N+](=O)[O-])cc1)NCCSCc1ccco1	.	5	-1.9	-0.4	-1	0.6	4.6	-3	-14	-16	-4
COC(=O)N/N=C\c1ccc(OC/C=C/c2ccccc2)c(OC)c1	105	-14	0.0	0.2	-1	-0.6	1.7	4	-1	1	0
CCc1cc(C(=O)N2CCCC(Nc3ccc(F)c(F)c3)C2)n(C)n1 (stereo unspecified)	103	-5	-0.1	1.6	1	-1.2	1.4	8	-4	3	10
CN(C)c1ccc(/C=C/C(=O)c2ccc(O)cc2)cc1[N+](=O)[O-]	98	-15	1.1	-1.6	-2	-2.3	-1.1	12	0	0	5
CCc1ccc(C(=O)OCC(=O)N(CCOC)c2c(N)n(Cc3ccccc3)c(=O)[nH]c2=O)cc1	100	-2	1.9	3.2	-2	-2.2	-0.1	14	13	23	-14
CCOC(=O)/C(C#N)=C1\C(=O)N(Cc2ccccc2)c2ccccc21	.	-9	-0.9	-0.8	4	-5.2	-1.0	26	-4	7	-10
COc1ccc(CCc2nnc(N)s2)cc1OC	107	8	4.1	0.9	3	-0.3	2.7	2	-4	10	-9
CC(=O)Nc1ccc2c3c(cccc13)CC2	.	57	3.0	-0.9	3	-0.5	3.9	3	-7	.	-12
Cc1cc(NC(=S)Nc2ccccc2)ccc1Br	108	23	1.0	-0.4	1	-1.8	2.2	10	10	-50	14
Cc1cc(C(=O)NCc2ccc(S(N)(=O)=O)cc2)c(C)o1	95	37	0.8	-0.8	-3	-2.1	1.9	12	-5	0	4
O=S(=O)(Nc1cc(S(=O)(=O)N2CCOCC2)ccc1NCC1CCCO1)c1ccccc1 (stereo unspecified)	105	4	-0.3	0.2	1	-0.6	0.0	3	7	-15	-3

One compound at a time (already shown). Order of screens: DSG3 Ab inh, Mot1-301 SUMO, AddAB inh, Ecoli viability, HTR5A ag, MOR-DOR ag, phage Ecoli inh, MOR-DOR inv ag, PKA-R1A act, PfHsp90 set2, HTR5A inv ag
`O=C(NCc1ccco1)c1cccc2ccccc12` across the screens: 109, -11, -1.2, -1.0, 4, -2.0, 2.3, 11, 9, 2, -23
`CCc1ccc(C(=O)OCC(=O)N(CCOC)c2c(N)n(Cc3ccccc3)c(=O)[nH]c2=O)cc1` across the screens: 100, -2, 1.9, 3.2, -2, -2.2, -0.1, 14, 13, 23, -14
`CC(CC(=O)N1CCc2ccccc21)n1cccn1` (stereo unspecified) across the screens: 97, 6, 2.9, 0.3, 4, 0.3, -0.3, -2, -4, -13, -26
`CN(C)c1ccc(/C=C/C(=O)c2ccc(O)cc2)cc1[N+](=O)[O-]` across the screens: 98, -15, 1.1, -1.6, -2, -2.3, -1.1, 12, 0, 0, 5

The listing continues:
SMILES	DSG3 Ab inh	Mot1-301 SUMO	AddAB inh	Ecoli viability	HTR5A ag	MOR-DOR ag	phage Ecoli inh	MOR-DOR inv ag	PKA-R1A act	PfHsp90 set2	HTR5A inv ag
Cc1cccc(NC(=S)NCc2ccc3c(c2)cc(C)n3C)c1C	97	-1	-2.0	-0.1	3	-2.0	-0.8	12	-12	12	-9
O=C(Nc1ccc(OCc2ccccc2)cc1)c1ccccc1	78	0	3.8	-1.4	0	-1.3	4.8	8	-2	-2	3
O=C(COC(=O)C1CCCCC1)Nc1cccc(Br)c1	.	18	1.6	1.1	8	6.3	-0.8	-25	3	-6	-20
Cc1nc(SCC(=O)c2ccc(F)c(F)c2)[nH]c(=O)c1Oc1ccc(Cl)cc1	104	5	3.1	0.0	-1	-0.9	1.8	5	6	-12	4
COc1cc(/C=C2/C(C)=C(C#N)c3nc(N)c(C#N)c(C)c32)ccc1OCC(=O)O	99	-13	-0.8	-3.6	.	.	4.7	.	.	-9	.
COc1ccc(-c2nc3nc(N)nn3cc2C)cc1F	.	5	0.8	0.2	7	1.2	0.6	-5	5	8	-13
CCC1=NN(C(=O)Cc2ccc([N+](=O)[O-])cc2)C(O)(c2ccncc2)C1 (stereo unspecified)	109	124	2.2	0.5	3	-1.7	2.3	12	1	-4	-8
Cc1cccc2c(=O)c(Br)c(C)n(Cc3ccccc3)c12	85	3	0.2	-1.1	-1	1.3	5.3	-8	1	-36	3
Cc1ccc(C2C3C(=O)N(c4ccccc4)C(=O)C3N3CCCN23)cc1 (stereo unspecified)	105	-26	3.4	1.6	-6	-3.3	3.1	16	5	-4	-30
O=C(CCN1C(=O)/C(=C/c2ccc(Cl)cc2)SC1=S)NCCCn1ccnc1	99	-1	4.0	0.5	4	0.9	0.3	-5	-2	-1	17
Cc1cc(C)cc(N(CC(=O)N2CCCCCC2)S(C)(=O)=O)c1	118	0	-0.2	0.3	1	-2.4	2.9	12	4	1	-5
CCC(=O)NC(c1cccs1)c1ccc2cccnc2c1O (stereo unspecified)	101	-17	21*	20*	8	3.2	19*	-16	2	114*	-12
CCOC(=O)C1CCN(C(=O)c2cccc(C(=O)N3CCC(C(=O)OCC)CC3)c2)CC1	.	-9	2.9	1.7	-2	-0.9	1.9	5	1	-6	-11
Cc1cnc(C(=O)OCC(=O)Nc2cc(S(=O)(=O)N3CCOCC3)ccc2Cl)cn1	.	-8	-1.5	-1.8	0	-2.6	3.8	13	1	2	-2
COc1ccccc1C(=O)N/C(=C\c1cn(S(=O)(=O)N(C)C)c2ccccc12)C(=O)NCCCN1CCOCC1	108	-9	2.0	-1.5	1	-2.9	1.6	15	-8	-25	-3
OC(CSc1ccccc1)CN1CCN(c2ccccc2)CC1 (stereo unspecified)	95	.	.	.	0	5.6	1.1	-29	-8	.	0
COc1ccc(S(=O)(=O)N(Cc2cccs2)C2CCCC2)cc1	104	-9	0.3	-1.9	-2	-1.5	1.0	6	-12	-4	-9
Cc1ccc(CNC(=O)c2c(-c3ccccc3)noc2C)cc1	93	-1	-2.0	-1.0	1	-1.2	1.4	6	-11	-12	-3
CC(C)CCN1C(=O)CCC1(C)C(=O)NC1CCCCCC1 (stereo unspecified)	97	0	-0.1	-2.0	1	-0.8	.	5	-11	-13	-6
CC1=C(C(=O)OC(C)C)C(c2ccc(C)o2)C(C(=O)OC(C)C)=C(C)N1	.	-13	-0.1	-0.2	0	3.7	1.5	-18	2	-5	-28
COc1cccc(-c2cc(CC3(O)CCN(CCCc4ccccc4)CC3)on2)c1	96	5	2.7	-0.2	-1	-1.6	.	7	-9	-9	3
Cn1nc(C(=O)OCC(=O)Nc2cc(Cl)ccc2C#N)c2ccccc2c1=O	100	-9	2.2	1.9	0	-2.3	-0.1	9	-9	-18	-40

Assay outcomes (PubChem BioAssay)
